BAP1 block: human BAP1 deubiquitinase inhibition; recombinant BAP1, Ub-AMC hydrolysis fluorescence kinetic; hits give low values; activity remaining (% of control), % at 20 µM; actives 0.48% (n = 72,000);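 active = activity remaining at or below 50% of control, provided the compound also passes the data quality filters; inactive = the rest, including low values that fail the filters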;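 also: 100% = DMSO wells rate and 0% = substrate alone blank rate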
Target sequence (Q92560 whole entry, looked up): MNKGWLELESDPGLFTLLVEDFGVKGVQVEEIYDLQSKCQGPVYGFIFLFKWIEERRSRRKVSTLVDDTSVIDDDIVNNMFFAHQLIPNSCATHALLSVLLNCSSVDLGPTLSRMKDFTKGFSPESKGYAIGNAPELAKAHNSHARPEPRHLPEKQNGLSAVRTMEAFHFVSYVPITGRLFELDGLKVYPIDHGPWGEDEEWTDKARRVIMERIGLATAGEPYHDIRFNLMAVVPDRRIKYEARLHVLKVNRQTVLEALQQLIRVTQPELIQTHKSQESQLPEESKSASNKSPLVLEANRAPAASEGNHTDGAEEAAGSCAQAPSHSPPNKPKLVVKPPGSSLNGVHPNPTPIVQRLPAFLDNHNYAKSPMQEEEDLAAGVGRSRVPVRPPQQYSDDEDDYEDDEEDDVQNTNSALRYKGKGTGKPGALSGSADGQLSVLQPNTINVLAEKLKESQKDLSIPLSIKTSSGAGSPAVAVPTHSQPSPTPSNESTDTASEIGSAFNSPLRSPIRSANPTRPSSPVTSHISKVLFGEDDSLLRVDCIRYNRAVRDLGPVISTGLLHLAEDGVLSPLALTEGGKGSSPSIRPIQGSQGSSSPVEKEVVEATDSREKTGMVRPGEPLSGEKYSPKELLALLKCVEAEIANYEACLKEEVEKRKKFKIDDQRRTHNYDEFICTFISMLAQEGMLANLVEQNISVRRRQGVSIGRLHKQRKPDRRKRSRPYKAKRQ
HePTP inh: human HePTP phosphatase inhibition; P35236; recombinant HePTP phosphatase activity, OD absorbance; inhibition, % at 20 µM; actives 0.64% (n = 110,000); AID 521; in the data active = inhibition above about 50%;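 also: plate controls were vehicle for no effect and reference inhibitor for full effect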
Target sequence (P35236 whole entry, looked up): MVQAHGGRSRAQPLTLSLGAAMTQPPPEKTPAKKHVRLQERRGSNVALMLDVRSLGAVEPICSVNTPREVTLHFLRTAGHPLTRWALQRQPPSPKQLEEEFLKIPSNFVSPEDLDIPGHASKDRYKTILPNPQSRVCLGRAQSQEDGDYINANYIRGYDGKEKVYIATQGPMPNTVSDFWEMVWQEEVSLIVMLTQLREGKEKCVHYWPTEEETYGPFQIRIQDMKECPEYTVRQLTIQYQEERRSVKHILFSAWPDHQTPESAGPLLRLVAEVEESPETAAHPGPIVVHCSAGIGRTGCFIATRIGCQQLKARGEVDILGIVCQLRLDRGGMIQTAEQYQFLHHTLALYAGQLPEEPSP
An asterisk follows results filed as active; x = not tested or not shown; & = joins results of further samples.

| Structure | BAP1 block | HePTP inh |
| --- | --- | --- |
| NS(=O)(=O)c1ccc(NC(=O)CN2CCN(Cc3ccccc3)CC2)cc1 | 117.6 | 8.8 |
| Brc1ccc2ncnc(NCc3ccco3)c2c1 | 85.5 | 8.4&-3.8 |
| Cc1ccc(S(=O)(=O)N2CCN(Cc3nc4ccccc4n3C)CC2)cc1 | 97.5 | 3.1 |
| CN1CCN(CC/C=C2/c3ccccc3Sc3ccc(S(=O)(=O)N(C)C)cc32)CC1 | 89.0 | x |
| O=C(Nc1ccccc1)c1cc(S(=O)(=O)N2CCCCC2)ccc1Cl | x | -1.6 |
| COc1ccc(NC(=O)c2cccc(Oc3ccccc3)c2)cc1OC | x | 5.1 |
| CN(C)c1ccc(NC(=O)c2ccc(Br)cc2)cc1 | x | 4.5 |
| COc1ccc(C2NN=C(c3ccc(C)cc3)S2)cc1OC (stereo not drawn) | x | 0.2 |
| CCOc1cccc(C=NN2CCN(Cc3ccc(C)cc3C)CC2)c1O | x | 5.9 |
| CCc1n[nH]c2c1C(=O)CC(C)(C)C2 | 112.0 | -4.8 |
| O=C1C=C(O)CC(c2cccs2)C1 (stereo not drawn) | 94.7 | 10.4 |
| NC(N)=NCCCCN=C(N)N | 94.4 | x |
| O=C(C1CCCN(S(=O)(=O)c2cccs2)C1)N1CCN(C2CCCCC2)CC1 (stereo not drawn) | 73.9 | 1.0 |
| CC(=O)Oc1ccccc1-c1nc(C)nn1C(C)=O | x | 1.5 |
| O=C(NC1CCS(=O)(=O)C1)c1ccc(Br)cc1 (stereo not drawn) | x | -13.2 |
| CCN1C(=O)N(C)C(N(O)C(=O)NC)C1(C)C (stereo not drawn) | 105.5 | 0.2 |
| CC(=O)c1c(C)n(-c2ccccc2Br)c2ccc(O)cc12 | 70.8 | x |
| Cc1cc(N2CCN(c3ccccc3)CC2)n2nnnc2n1 | 107.4 | 12.9 |
| COc1ccc(CN2CCN(C(=O)CC(C)C)CC2)cc1OCc1ccccc1 | x | 11.9 |
| CCc1ccc(NC(=O)C2CCN(S(C)(=O)=O)CC2)cc1 | 79.6 | 2.6 |
| O=C(NCC(=O)N(c1cccnc1)C(C(=O)NC1CCCC1)c1ccco1)c1cccs1 (stereo not drawn) | 97.9 | 7.3 |
| CC(=O)Oc1ccc(/C=C2/SC(=S)N(c3ccccc3)C2=O)cc1 | x | -15.2 |
| Cc1ccc(NC(=O)c2c(C(=O)O)cccc2[N+](=O)[O-])c(Br)c1 | x | -11.1 |
| CC(=O)Nc1cc(OC(=O)c2ccco2)cc(OC(=O)c2ccco2)c1 | x | -3.8 |
| Cc1ccc(-c2nc3cc(Cl)cc(Cl)c3o2)cc1NC(=O)COc1ccccc1 | x | 5.6 |
| CCCc1cc(=O)n2[nH]c(-c3ccccc3)cc2n1 | 101.6 | -8.4 |
| C=C(C)c1cccc(C(C)(C)NC(=O)NCCCn2ccnc2)c1 | 102.5 | 6.1 |
| Cc1cccc(NC(=O)c2c(NC(=O)c3cccnc3)sc3c2CCC3)c1 | 70.0 | x |
| CC(=O)c1cccc(NC(=O)N2CCN(S(C)(=O)=O)CC2)c1 | 87.6 | -1.1 |
| COc1ccccc1N(O)C1CC(=O)N(c2ccc(F)cc2)C1=O (stereo not drawn) | 67.2 | -8.8 |
| C=CCn1c(SCC(=C)C)nc2c1c(=O)[nH]c(=O)n2C | 92.2 | 6.0 |
| CCOC(=O)N1CCN(C(c2ccccc2)c2ccccc2)CC1 | x | 7.9 |
| Cc1[nH]c2ccccc2c1C=Nc1ccccc1C(=O)Nc1ccccc1 | x | -6.3 |
| O=C(CSc1n[nH]c(=O)[nH]c1=O)c1ccc(Cl)cc1 | x | -2.0 |
| N#Cc1c(SCc2ccccc2)nc(N2CCOCC2)c2c1CCCC2 | 67.7 | 1.2 |
| CC(C)Cn1c2nc3ccccc3nc2c2c(=O)n(CCN3CCOCC3)cnc21 | x | -3.0 |
| OC12CCCCC1C(c1ccc3c(c1)OCO3)N(Cc1ccccc1F)CC2 (stereo not drawn) | 98.4 | -16.7 |
| CC1(C)COC(COc2ccc(Cl)cc2)=N1 | x | -18.3 |
| O=C(CSc1nc2ccccc2c(=O)n1-c1ccccc1)N1CCN(CCO)CC1 | 96.8 | 6.9 |
| CC(C)(C)NC(=O)C1N(c2cccnc2)C(=O)C2C(C(=O)Nc3ccccc3F)C3(C)C=CC21O3 (stereo not drawn) | 102.5 | -4.8 |
| CN1C(=O)/C(=C2\SC(=S)N(C(CCC(=O)O)C(=O)O)C2=O)c2ccccc21 (stereo not drawn) | 89.9 | 10.9 |
| COc1ccc(OC)c(NC(=O)c2ccc(-c3cccc(Cl)c3C)o2)c1 | 324.9 | x |
| CCOCc1cnc(C)nc1NC(C)=O | x | -5.9 |
| CSCC[C@H](NC(=O)OC(C)(C)C)c1nnc(SCC(=O)Nc2c(C)cccc2C)o1 | 87.4 | 4.8 |
| O=c1[nH]c(O)c(C=Nc2ccccc2C(F)(F)F)c(=O)[nH]1 | x | -20.8 |

Given with values under each structure: part of the list above
Results follow in this order: BAP1 block	HePTP inh
- Cc1ccc(NC(=O)c2c(C(=O)O)cccc2[N+](=O)[O-])c(Br)c1
    x	-11.1
- CC(=O)Nc1cc(OC(=O)c2ccco2)cc(OC(=O)c2ccco2)c1
    x	-3.8
- Cc1ccc(-c2nc3cc(Cl)cc(Cl)c3o2)cc1NC(=O)COc1ccccc1
    x	5.6
- CCCc1cc(=O)n2[nH]c(-c3ccccc3)cc2n1
    101.6	-8.4
- C=C(C)c1cccc(C(C)(C)NC(=O)NCCCn2ccnc2)c1
    102.5	6.1
- Cc1cccc(NC(=O)c2c(NC(=O)c3cccnc3)sc3c2CCC3)c1
    70.0	x
- CC(=O)c1cccc(NC(=O)N2CCN(S(C)(=O)=O)CC2)c1
    87.6	-1.1
- COc1ccccc1N(O)C1CC(=O)N(c2ccc(F)cc2)C1=O (stereo not drawn)
    67.2	-8.8
- C=CCn1c(SCC(=C)C)nc2c1c(=O)[nH]c(=O)n2C
    92.2	6.0
- CCOC(=O)N1CCN(C(c2ccccc2)c2ccccc2)CC1
    x	7.9
- Cc1[nH]c2ccccc2c1C=Nc1ccccc1C(=O)Nc1ccccc1
    x	-6.3
- O=C(CSc1n[nH]c(=O)[nH]c1=O)c1ccc(Cl)cc1
    x	-2.0
- N#Cc1c(SCc2ccccc2)nc(N2CCOCC2)c2c1CCCC2
    67.7	1.2
- CC(C)Cn1c2nc3ccccc3nc2c2c(=O)n(CCN3CCOCC3)cnc21
    x	-3.0
- OC12CCCCC1C(c1ccc3c(c1)OCO3)N(Cc1ccccc1F)CC2 (stereo not drawn)
    98.4	-16.7
- CC1(C)COC(COc2ccc(Cl)cc2)=N1
    x	-18.3
- O=C(CSc1nc2ccccc2c(=O)n1-c1ccccc1)N1CCN(CCO)CC1
    96.8	6.9
- CC(C)(C)NC(=O)C1N(c2cccnc2)C(=O)C2C(C(=O)Nc3ccccc3F)C3(C)C=CC21O3 (stereo not drawn)
    102.5	-4.8
- CN1C(=O)/C(=C2\SC(=S)N(C(CCC(=O)O)C(=O)O)C2=O)c2ccccc21 (stereo not drawn)
    89.9	10.9
- COc1ccc(OC)c(NC(=O)c2ccc(-c3cccc(Cl)c3C)o2)c1
    324.9	x
- CCOCc1cnc(C)nc1NC(C)=O
    x	-5.9
- CSCC[C@H](NC(=O)OC(C)(C)C)c1nnc(SCC(=O)Nc2c(C)cccc2C)o1
    87.4	4.8

(next part)
| Structure | BAP1 block | HePTP inh |
| --- | --- | --- |
| Cc1c(C(=O)O)nn(-c2ccccc2)c(=O)c1C#N | 93.0 | 1.4 |
| COc1cc2c(cc1OC)C(Nn1cnnc1)=NC1(CCCC1)C2 | x | -8.7 |
| C(=N\c1nc2ccccc2s1)/c1ccc(/C=N/c2nc3ccccc3s2)cc1 | x | 1.9 |
| COc1cc(C2NC(=O)NC(C)=C2C(=O)OCC(C)C)cc(Cl)c1O (stereo not drawn) | 69.6 | x |
| O=S(=O)(NCc1ccc2c(c1)OCO2)c1cnc[nH]1 | 93.4 | -3.4 |
| Cc1ccc(-c2nn(CC(=O)NCC3CCCO3)c(=O)c3ccccc23)cc1 (stereo not drawn) | x | 2.3 |
| CCOC(=O)C1CCN(C(=O)c2c(-c3c(F)cccc3Cl)noc2C)CC1 | 95.2 | -10.3 |
| O=C1CC(C(=O)NC2CCCCC2)C(c2ccccc2)O1 (stereo not drawn) | 153.3 | -5.4 |
| COc1ccc(C2=NOC(CN3C(=O)c4ccccc4S3(=O)=O)C2)cc1 (stereo not drawn) | 50.5 | -3.6 |
| CC1(c2ccncc2)Nc2ccccc2-c2nc3ccccc3n21 (stereo not drawn) | x | 3.8 |
| O=C(O)COc1nsnc1N1CCOCC1 | 103.6 | 6.1 |
| O=C(COc1ccccc1)N1CCN(S(=O)(=O)Cc2ccccc2)CC1 | 102.6 | 8.9 |
| CCOC(=O)N1CC=C2C(C#N)=C(N)C(C#N)(C#N)[C@H](c3ccc(OC(C)C)c(OCC)c3)[C@H]2C1 | 77.7 | -7.9 |
| C=C(C)CSc1nnc([C@H](CCSC)NC(=O)OC(C)(C)C)o1 | 94.2 | 5.2 |
| CSc1nc2oc3c(c2c2nncn12)CC(C)(C)SC3 | 105.1 | 5.8 |
| CCn1c(=NC(=O)CSC(C)=O)sc2cc(OC)ccc21 | 93.6 | -1.8 |
| Cc1cc(N2CCN(c3ccccc3)CC2)nc(-c2ccccc2O)n1 | x | -20.6 |
| CCCC(=O)Nc1ccc(NC(=S)NC(=O)c2ccco2)cc1 | x | 3.4 |
| O=C(Nc1ccccc1Cl)c1ccccc1C(F)(F)F | x | 103.5* |
| CC(C)/C(=N\NS(=O)(=O)c1ccc(Br)cc1)c1cccs1 | x | -0.6 |
| COc1ccc(CCN=C(C)C2=C(O)CSC2=O)cc1OC | x | 10.1 |
| c1ccc(-c2nc3ccccc3nc2-c2cccs2)cc1 | x | 8.2 |
| Cc1ccc(/C(N)=N/OC(=O)c2ccc(Br)cc2)cc1 | x | 0.5 |
| c1ccc(OCCSc2nc3ccccc3o2)cc1 | 86.5 | -4.3&2.5 |
| Cc1[nH]nc2nc3c(c(OC(=O)c4ccccc4)c12)c(=O)n(C)c(=O)n3C | 94.1 | 8.1 |
| COc1cc(/C=N/NC(=O)C(C)Nc2ccc(Cl)cc2)cc(OC)c1OC (stereo not drawn) | x | 1.2 |
| O=c1c2ccccc2nc2n1C1(CCCCC1)Cc1ccccc1-2 | x | 3.9 |
| Fc1ccc(NC(=S)N2CCN(Cc3ccc4c(c3)OCO4)CC2)cc1 | x | 6.9 |
| CCOC(=O)c1ccc2c(c1)c1c(n2CC)C(=O)CCC1 | x | -2.6 |
| O=C1NC(=O)N(c2ccc3c(c2)OCO3)C(=O)/C1=C/c1ccc(Sc2ccccc2)o1 | x | 9.0 |
| CC(C)C1N=C2c3ccccc3N=C(SCC(=O)c3ccc(O)c(O)c3)N2C1=O (stereo not drawn) | 117.3 | 7.7 |
| O=C(COc1ccc(F)c(Cl)c1)c1ccc[nH]1 | 106.4 | 6.4 |
| O=C(Nc1nccs1)c1ccc([N+](=O)[O-])cc1Cl | 58.9 | x |
| COc1ccc(NC(=O)c2ccc(C#Cc3ccccc3)cc2)cc1 | x | 5.8 |
| COc1ccc(Cc2nnc(SCC(=O)N3CCc4ccccc4C3)o2)cc1 | 105.1 | 2.2 |
| O=C(CSc1nnnn1-c1ccccc1)N1CCc2ccccc21 | 103.9 | 3.5 |
| Cc1ccc(C(=O)NC=C(C#N)C#N)cc1 | x | 4.8 |
| N#Cc1cc2cc3c(cc2nc1SCC(=O)OC1CCCCC1)OCO3 | x | 7.9 |
| Cc1ccc(NC(=S)Nc2ccc(F)cc2)cc1C | x | 7.1 |
| CC(=O)NNc1nc(-c2ccccc2)c2cc(Br)ccc2n1 | x | 1.1 |
| O=C1/C(=C/Nc2ccccc2NS(=O)(=O)c2ccccc2)CCc2ccccc21 | x | 4.2 |
| O=C(O)C1C2CCC(O2)C1C(=O)NCCC1=CCCCC1 (stereo not drawn) | 97.7 | 7.0&4.6 |
| O=C(CSc1nnc(-c2ccco2)o1)c1ccc(F)c(F)c1 | 111.4 | 0.5 |
| O=C(C(c1ccccc1)c1ccccc1)N1CCC(Cc2ccccc2)CC1 | x | 4.5 |
| CC(C)=CCC(C)(C)C1OCCN1C(=O)c1ccccc1 (stereo not drawn) | 97.4 | -5.8 |
| COc1ccc(NC(=O)c2oc3ccccc3c2NC(=O)c2ccc(OC)c(OC)c2)c(OC)c1 | 88.1 | 5.1 |
| CCOc1cccc(C2c3c(oc4cc(C)c(C)cc4c3=O)C(=O)N2CCCN(C)C)c1 (stereo not drawn) | 85.9 | 0.0 |
| CC(=O)Nc1ccc(-c2nc(C)c(C(C)=O)n2O)cc1 | x | 1.2 |
| COc1ccc(CN=C(Nc2ccccc2)SC2CC(=O)N(c3cccc(Cl)c3)C2=O)cc1 (stereo not drawn) | x | -11.1 |
| O=[N+]([O-])c1ccc(N2CCN(S(=O)(=O)c3ccccc3)CC2)cc1NCCc1ccccc1 | x | -14.7 |
| O=C(Nc1ncc(Cc2ccc(Cl)c(Cl)c2)s1)c1ccccc1Cl | x | 8.0 |
| CN(C)S(=O)(=O)N1CCN(S(=O)(=O)c2ccc(F)cc2)CC1 | 91.6 | -4.9 |
| O=C(Nc1cccc2c(NC(=O)c3ccco3)cccc12)c1ccco1 | x | 9.0 |
| COC(=O)CN(c1ccc(OC)c(Cl)c1)S(=O)(=O)c1ccccc1 | x | 1.3 |
| COc1ccc(C=Nc2ccc3nn(-c4ccccc4)nc3c2)cc1 | x | 2.9 |
| c1ccc(-c2nn3c(Cn4nnc5ccccc54)nnc3s2)nc1 | 92.2 | 3.4 |
| CCOC(=O)Cc1csc(NC(=O)CCN2C(=O)c3cccc([N+](=O)[O-])c3C2=O)n1 | x | -16.8 |
| CCCNC(=O)C1=C(C)C(=O)OC12CCC(C)CC2 (stereo not drawn) | 86.5 | 17.4 |
| O=C(COC(=O)c1cccc(C#Cc2ccccc2)c1)c1ccc([N+](=O)[O-])cc1 | x | 9.2 |
| CCCNC(=O)c1[nH]c(C)c(C(C)=O)c1C | 105.5 | 6.8 |
| COc1ccccc1C(=O)NN1C(=O)/C(=C/c2ccccc2Cl)SC1=S | x | 9.1 |

Screening data deposited in PubChem by several laboratories.

Not a hit list; 0.91% or so of the library scored in one or more.
